GDH-TPI inh: GDH-TPI coupled enzyme inhibition counter-screen. GDH-TPI coupled enzyme counterscreen, NADH absorbance. inhibition, % at 4.8 µM. hit rate 1.2% among 360,000; in the data active = inhibition above about 30%;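 note: 0% = DMSO wells and 100% = wells lacking the enzyme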
Yp Topo-I inh: Y. pestis Topo-I inhibition via cleavage products; Y. pestis Topo-I cleavage product accumulation, plate reader; AID 504884; activity, % at 10 µM; hit rate 0.064% among 360,000; in the data active = activity above about 50%, passing the limit was not always enough; inconclusive = no clear call, values can overlap the other calls; note: inactives centre near 2
BioA inh: inhibitors of Mycobacterium tuberculosis BioA enzyme; purified M. tuberculosis BioA enzyme, plate reader; inhibition, % at 9.99 µM; hit rate 0.096% among 360,000; AID 602481; in the data active = inhibition above about 40%; inconclusive = no clear call, values can overlap the other calls
TcdB GH inh: blocks C. difficile toxin B glycohydrolase activity; TcdB glycohydrolase enzymatic assay, plate reader; AID 652162; inhibition, % at 9.99 µM; hit rate 0.24% among 350,000; P18177; in the data active = inhibition above about 10%
UGM FP inh: inhibitors of M. tuberculosis UDP-galactopyranose mutase; inhibition, % at 10 µM; AID 504406; hit rate 0.06% among 320,000; purified UGM, fluorescence polarization probe displacement; in the data active = inhibition above about 10%, passing the limit was not always enough; inconclusive = no clear call, values can overlap the other calls
Target sequence (P9WIQ1 whole entry, looked up): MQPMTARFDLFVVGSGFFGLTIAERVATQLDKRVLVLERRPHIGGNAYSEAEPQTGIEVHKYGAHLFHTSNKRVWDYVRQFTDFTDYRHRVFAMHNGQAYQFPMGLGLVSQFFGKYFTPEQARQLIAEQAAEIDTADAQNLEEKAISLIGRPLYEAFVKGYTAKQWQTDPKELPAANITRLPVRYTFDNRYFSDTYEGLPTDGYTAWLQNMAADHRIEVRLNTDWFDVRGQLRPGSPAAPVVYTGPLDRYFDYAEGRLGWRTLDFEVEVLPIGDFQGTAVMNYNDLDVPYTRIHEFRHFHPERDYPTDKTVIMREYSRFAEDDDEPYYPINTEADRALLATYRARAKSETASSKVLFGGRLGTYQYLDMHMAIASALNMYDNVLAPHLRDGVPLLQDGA
FadD28 binding: inhibitors of Mycobacterium tuberculosis FadD28 bisubstrate binding; FadD28 bisubstrate probe binding, fluorescence polarization; inhibition, % at 12.5 µM; hit rate 0.22% among 360,000; AID 588549; in the data active = inhibition above about 8.5%, passing the limit was not always enough; inconclusive = no clear call, values can overlap the other calls
Vc quorum ag: inducers of Vibrio cholerae quorum light production without autoinducers | V. cholerae BH1578 lux reporter, luminescence, 6 h | activation, % at 18.7 µM | hit rate 0.16% among 350,000; in the data active = activation mostly above about 9.7%, no sharp cut-off; inconclusive = no clear call, values can overlap the other calls; inactive = mostly below about 3.7%; note: not every result past the cut was called active; inactives centre near 0; reference of the scale not given here
FBA Mtb inh: Mtb fructose-bisphosphate aldolase inhibition; AID 588726; hit rate 2.3% among 360,000; P9WQA3; purified M. tuberculosis FBA, fluorescence read-out; inhibition, % at 1 µM; in the data active = inhibition above about 27%;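 note: 0% = vehicle and 100% = reference inhibitor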
Target sequence (P9WQA3 whole entry, looked up): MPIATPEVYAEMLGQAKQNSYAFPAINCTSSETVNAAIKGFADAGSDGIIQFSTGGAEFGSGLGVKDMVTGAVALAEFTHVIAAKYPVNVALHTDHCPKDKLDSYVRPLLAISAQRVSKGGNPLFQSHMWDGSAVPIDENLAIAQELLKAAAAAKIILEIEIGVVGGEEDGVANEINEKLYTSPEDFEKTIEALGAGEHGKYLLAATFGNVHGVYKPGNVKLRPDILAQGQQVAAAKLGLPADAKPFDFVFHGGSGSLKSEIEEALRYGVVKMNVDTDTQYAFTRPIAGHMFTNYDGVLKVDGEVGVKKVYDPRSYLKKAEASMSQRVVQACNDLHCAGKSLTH
PfHsp40 yeast: compounds rescuing yeast from Plasmodium falciparum HSP40 toxicity; hit rate 0.68% among 340,000; S. cerevisiae expressing PfHsp40, growth rescue, ATP luminescence; growth rescue, % at 12.5 µM; in the data active = growth rescue above about 28%, passing the limit was not always enough; inconclusive = no clear call, values can overlap the other calls;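 note: yeast W303a lacking pdr1 and pdr3 grown in galactose medium; growth measured after three days at 30 °C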
Active calls of the source: *; i = inactive; ? = inconclusive; . = no result given; & = joins results of further samples.

SMILES	GDH-TPI inh	Yp Topo-I inh	BioA inh	TcdB GH inh	UGM FP inh	FadD28 binding	Vc quorum ag	FBA Mtb inh	PfHsp40 yeast
CCOCc1cc(CN2CCCC(CNC(=O)c3ccco3)C2)ccc1OC (stereo unspecified)	7	-7	.	1.8	4.8	0.7	i	-2	-1.6
CC(C(=O)NC1C=CS(=O)(=O)C1)N1C(=O)/C(=C/c2cccc(Cl)c2)SC1=S (stereo unspecified)	16	36	.	0.9	-3.8	-3.2	-4.2	0	1.0
C[C@H]1CN([C@@H](C)CO)S(=O)(=O)c2ccc(Br)cc2O[C@@H]1CN(C)C(=O)Cc1cccnc1	2	9	-1.8&-0.1	1.2&0.7	.	-0.7	-0.4	2	.
COc1ccc(CNC(=O)CN(Cc2ccccc2)C(=O)CCC(=O)Nc2ccccn2)cc1	9	17	0.7	-0.6	-2.4	-1.5	i	-1	0.4
CCN(CC)CCC(c1ccc(N(C)C)cc1)c1c(OC)cc(OC)c2c(-c3ccccc3)cc(=O)oc12 (stereo unspecified)	12	-1	-0.6	-5.2	1.1	-0.6	-0.7	1	-0.8
COc1cccc(NC(=O)CN(C)CC(=O)Nc2cccc(C(F)(F)F)c2)c1	-3	-3	2.2	2.4	-0.2	-0.9	i	-5	0.2
N#Cc1c(-c2ccccc2)cc(-c2ccc3c(c2)OCO3)[nH]c1=O	10	8	-0.2	-10	3.0	-1.9	i	15	-1.3
CCCCn1c(N)c(N(Cc2ccccc2OC)C(=O)COc2ccccc2C#N)c(=O)[nH]c1=O	-7	4	-0.2	1.8	-1.0	-3.7	-0.3	6	0.1
Cn1c(N)c(C(=O)CSc2nc(N)cc(=O)[nH]2)c(=O)n(C)c1=O	7	-5	-0.7	.	-0.7	0.3	-0.2	5	1.4
CCNC(=S)NNC(=O)C1CCCCC1	8	6	0.2	.	-0.9	-1.6	3.8	-5	0.7
Cc1ccccc1C(=O)N1CCC(C(=O)N2CCN(S(=O)(=O)c3ccccc3F)CC2)CC1	-6	3	-2.3	0.6	-1.4	0.6	-0.4	2	0.3
Cc1noc(C)c1CSCC(=O)Nc1cc(C(F)(F)F)ccc1N1CCCCC1	11	22	-2.7	1.4	5.4	-0.3	-2.3	3	2.8
COc1ccc(CN(C(=O)Cn2nnc(-c3ccc(C)o3)n2)C(C(=O)NCC2CCCO2)c2ccco2)cc1 (stereo unspecified)	2	10	.	0.7	-1.0	-0.2	i	2	0.4
C[C@H](CO)N1C[C@H](C)[C@@H](CN(C)C(=O)Nc2ccc3c(c2)OCO3)Oc2ccc(NC(=O)C3CCCCC3)cc2C1=O	0	11	2.2&1.0	0.0&0.6	-1.8	-2.3	-1.2	1	-0.5
COc1ccc(C#Cc2ccc(C3=CC(=O)CC(C)(C)C3=O)cc2)cc1	11	14	-0.2	1.3	.	-2.5	i	-4	.
O=C(Nc1nnc(C2COc3ccccc3O2)o1)c1ccc(F)cc1 (stereo unspecified)	7	-3	.	.	-0.8	0.1	-0.3	1	1.5
C/C(=N/NC(=O)c1ccc(Cn2cccn2)o1)c1cccc(NC(=O)c2ccncc2)c1	11	8	2.3	-2.3	.	-1.0	0.1	-1	-0.1
Cc1ccc(NC(=O)CSc2n[nH]c(-c3ccncc3)n2)cc1	10	5	-0.7	.	0.6	-4.7	-0.2	0	0.3
CCC(C(=O)NC1CCCC1)N(C(=O)Cn1nnc(-c2ccc(C)o2)n1)c1cccc(O)c1 (stereo unspecified)	3	-2	-1.8	1.6	1.0	-3.7	-0.5	1	-1.1
O=[N+]([O-])c1ccc(N2CCCCC2)cc1N1CCOCC1	-1	5	.	0.5	-0.9	-1.1	-1.9	-18	-0.5
Cc1ccnc2nc(C(=O)OCC(=O)c3c[nH]c4ccccc34)nn12	-4	1	-2.0	-0.1	1.2	-1.3	i	1	8.6
CCCOc1ccc(/C=N/n2nnnc2N)cc1OC	30	-13	-1.3	0.5	0.4	-2.3	0.4	9	-0.3
COc1cc(C2C(C(C)=O)=C(O)C(=O)N2c2ccc(C)cc2)ccc1O (stereo unspecified)	24	-3	-4.2	.	-2.7	1.6	4.2	5	-1.6
CCOc1ccc(N2CC(=O)Nc3ccccc3NCC2=O)cc1	8	-11	-2.4	.	-2.1	0.5	i	4	0.9
O=C(CCOc1cccc(Br)c1)NNC(=O)COc1ccc(F)cc1	-1	-3	-0.9	-2.3	.	0.2	-1.1	0	0.0
O=S(=O)(c1ccccc1)N1CCN(Cc2cc3c(cc2Br)OCCO3)CC1	11	25	-4.9	0.5	1.0	-0.1	i	1	0.0
O=C1CS/C(=N/N=C/c2ccccc2)N1c1ccc(O)cc1	11	2	0.0	0.5	0.3	-2.0	-1.5	1	-1.3
Cc1cccc(N(CC(=O)NCCSCc2ccccc2)S(C)(=O)=O)c1C	-1	8	.	1.8	3.5	2.0	2.6	2	0.4
Cc1ccc(C)c(N2CCN(C(=O)c3cc(S(=O)(=O)N4CCOCC4)cn3C)CC2)c1	-1	34	0.9	-0.1	-1.2	-0.3	-0.2	0	1.0
Cc1ccc(/C=N/NC(=O)c2ccccc2OCc2ccc(F)cc2)o1	24	21	-1.3	0.3	-3.7	-2.3	i	94*	-0.4
CC1(C)CC(=O)C2=C(C1)OC(N)=C(C#N)C2c1cccc(OC(=O)c2ccco2)c1 (stereo unspecified)	3	4	0.0	-1.0	4.4	-1.8	-5.3	1	-2.1
CCOC(=O)C(=O)Nc1nccs1	14	2	-1.3	0.6	-3.4	0.4	-0.3	1	-2.1
CC(=O)Nc1ccc2c(c1)-c1ccc(F)cc1C2=O	3	-16	.	1.0	.	-4.2	i	-4	0.5
CCCC(=O)Nc1ccc2c(c1)C(=O)NC2=O	1	9	-1.1	0.6	1.6	-3.3	-0.2	33*	0.6
COCC(=O)NC1CC2CCCC(C1)N2Cc1ccccc1 (stereo unspecified)	-13	-2	.	.	-1.4	-3.4	i	-3	-0.4
COc1ccc(CC(C(=O)Nc2ccc(OC)cc2)c2nn[nH]n2)cc1 (stereo unspecified)	-5	5	1.1	-3.7	-0.3	-4.7	i	0	-0.2
Brc1ccc(-c2cnc(-c3cccs3)o2)cc1	14	23	-1.8	.	-1.9	-1.5	-0.5	15	9.1
Cc1ccc2nsnc2c1S(=O)(=O)NCc1ccncc1	17	1	.	.	0.2	0.0	0.9	4	-1.8
CCOc1ccc(NC(=S)N2CCC(c3ccc(C)cc3)C2)cc1 (stereo unspecified)	2	5	-1.6	1.2	3.2	-0.8	i	4	3.8
CN(C)CCNc1nc(-c2ccccc2)c2c(c1C#N)CC(C)(C)OC2	17	2	-0.5	0.5	1.1	1.7	.	3	-1.6
Cc1ccc(C(=O)NCC(=O)NCC(=O)OCC(=O)c2cccs2)cc1	8	-10	.	.	-0.7	0.0	i	2	-1.9
Cc1ccc(C23CC4CC(CC(CC(=O)N5CCOCC5)(C4)C2)C3)cc1	2	34	-1.1	.	1.0	-5.7	i	1	-0.6
Cc1ccc(C)c(C(O)c2ncc(-c3cccc4ccccc34)[nH]2)c1 (stereo unspecified)	7	-7	-3.5	1.9	.	0.3	i	23	.
CCn1c(/C=C/c2cc[n+](C)cc2)nc2ccccc21	13	3	-0.3	0.7	1.6	-0.2	-0.3	6	-1.1
C[C@H](O)[C@@H]1C(=O)N2CCc3ccc(-c4cccc(F)c4)cc3[C@@H]2C[C@@H]1N(C)S(=O)(=O)c1ccccc1	5	34	1.1	1.4	.	-3.9	-0.5	0	0.9
Cc1ccc2nc(N(CCN(C)C)C(=O)/C=C/c3cccs3)sc2c1	22	-2	.	-0.4	.	-0.4	i	4	2.3
CCOC(=O)C1CCN(Cc2ccc(OCc3ccccc3)c(OC)c2)CC1	0	2	-1.3	.	-2.4	-1.8	4.3	-1	-0.2
O=C(O)CC1OCC=C2CN3CCC45c6ccccc6NC4C1C2CC35 (stereo unspecified)	5	3	1.3	-0.3	-0.2	-0.6	i	2	-0.4
CCCCOC(=O)COc1ccc(Cl)cc1Cl	1	0	0.0	0.5	0.0	-0.8	-0.3	1	6.9
O=C(NC1CCCCC1)c1cc(C(=O)c2ccccc2Br)c[nH]1	-3	-3	0.7	0.6	0.0	-1.2	-0.9	1	-0.7
(continued)
SMILES	GDH-TPI inh	Yp Topo-I inh	BioA inh	TcdB GH inh	UGM FP inh	FadD28 binding	Vc quorum ag	FBA Mtb inh	PfHsp40 yeast
CC(NC(=O)C1CCC(=O)N1Cc1ccccc1Cl)c1ccccc1 (stereo unspecified)	-10	-13	0.4	-1.1	0.5	-0.5	-0.1	-1	.
O=C(Nc1ccc(F)c(Cl)c1)Nn1cnnc1	5	-1	-0.8	-1.0	1.2	-2.1	-0.4	3	1.8
Brc1ccc(Sc2cnc3ccccc3n2)cc1	0	-2	0.0	.	-2.0	?	i	-5	-1.4
Cc1cccc(CS(=O)(=O)Cc2ccc(C(=O)N3CCC4(CC3)OCCO4)o2)c1	3	-11	0.5	.	-2.4	-1.3	i	3	0.9
O=C(c1ccc([N+](=O)[O-])cc1)N1CCN(c2cccc3[nH]ccc23)CC1	-4	-17	.	10*	-0.8	-2.0	0.1	-1	1.5
CCN(Cc1nc2ccccc2c(=O)[nH]1)C(=O)c1ccc(C)c(NC(=O)c2ccco2)c1	8	4	-1.0	1.7	-2.1	-1.0	i	2	-0.8
C[C@H](CO)N1C[C@H](C)[C@@H](CN(C)Cc2ccc(-c3ccccc3)cc2)Oc2c(NC(=O)Cc3ccccc3)cccc2C1=O	12	21	-3.1	1.1	-2.5	-3.3	i	-2	1.6
C=CCN1CCc2cc(O)c(O)cc2C(c2ccccc2)C1 (stereo unspecified)	-11	-10	0.3	1.9	0.9	-0.6	0.6	4	-1.5
O=C(CSc1ccc2nnc(CCNC(=O)c3ccccc3)n2n1)NC1CCCC1	0	6	1.0	1.3	-1.6	-1.7	i	3	-0.9
COc1ccc(CCn2c(C)cc3c(c2=O)C(c2ccncc2)C(C#N)=C(N)O3)cc1OC (stereo unspecified)	3	-8	21&16	.	.	-3.8	-0.2&1.4	0	-0.6
COC(=O)C1CCN(Cc2cn(-c3ccccc3)nc2-c2ccc3c(c2)OCO3)CC1	10	10	.	0.8	1.5	-0.2	-1.4	7	-0.9
CC(=O)Nc1ccc(CN2CCCCCC2)cc1	13	0	-0.1	0.9	-1.3	-2.3	-0.3	3	-0.7
COc1ccc(-c2nc(CSCC(=O)NC3CC3)c(C)o2)cc1OC	6	3	.	3.1	0.4	0.5	i	9	-0.5
CC(=O)Nc1ccc2c(c1)CN(c1cc(C)ccc1C)CO2	9	4	.	.	0.4	1.2	-0.1	1	-0.6
Cc1cccc(NC(=O)CC2NCCNC2=O)c1 (stereo unspecified)	2	3	-1.5	1.0	2.3	-2.9	i	0	0.4
CC(Oc1ccc(Cl)cc1)C(=O)N(C)CC(=O)Nc1ccc(N2CCOCC2)cc1 (stereo unspecified)	16	0	0.7	-0.3	-3.8	-1.2	i	1	0.1
O=C(Nc1ccc(F)c(Cl)c1)c1cc(C2CCCCN2C(=O)CCc2ccccc2)on1 (stereo unspecified)	-3	28	-1.5	1.6	.	-2.6	-0.4	-2	.

Filtered by structure, the compounds so far with bromine
SMILES	GDH-TPI inh	Yp Topo-I inh	BioA inh	TcdB GH inh	UGM FP inh	FadD28 binding	Vc quorum ag	FBA Mtb inh	PfHsp40 yeast
C[C@H]1CN([C@@H](C)CO)S(=O)(=O)c2ccc(Br)cc2O[C@@H]1CN(C)C(=O)Cc1cccnc1	2	9	-1.8&-0.1	1.2&0.7	.	-0.7	-0.4	2	.
O=C(CCOc1cccc(Br)c1)NNC(=O)COc1ccc(F)cc1	-1	-3	-0.9	-2.3	.	0.2	-1.1	0	0.0
O=S(=O)(c1ccccc1)N1CCN(Cc2cc3c(cc2Br)OCCO3)CC1	11	25	-4.9	0.5	1.0	-0.1	i	1	0.0
Brc1ccc(-c2cnc(-c3cccs3)o2)cc1	14	23	-1.8	.	-1.9	-1.5	-0.5	15	9.1
O=C(NC1CCCCC1)c1cc(C(=O)c2ccccc2Br)c[nH]1	-3	-3	0.7	0.6	0.0	-1.2	-0.9	1	-0.7
Brc1ccc(Sc2cnc3ccccc3n2)cc1	0	-2	0.0	.	-2.0	?	i	-5	-1.4

High-throughput results (PubChem)
